Bioassay records from PubChem BioAssay.
aGlu spleen mod = inhibits or activates alpha-glucosidase in human spleen homogenate. P10253. hit rate 0.006% among 240,000. human spleen homogenate, 4-MU-alpha-glucoside fluorescence. Potency, µM (highest dose often 79.9 µM), without a hit: at the top dose activity change, negative = inhibition, most hits filed as inhibitors;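 note: 0% = enzyme with vehicle and -100% = no enzyme basal signal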
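Enzyme source: human spleen homogenate, 1 ug/well. Buffer 50 mM citric acid/K phosphate pH 5.0, 0.01% Tween-20. 4-MU-alpha-glucoside 1 mM; 37 C x 40 min; NaOH/glycine stop; fluorescence.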
TexasRed fluor = Texas Red fluorescence interference in TRb-SRC2 counter-screen; AID 1479; hit rate 0.29% among 280,000; TRb/SRC2 Texas Red total fluorescence interference; Potency, µM (top dose mostly 106 µM), for the others: at the top dose fluorescence change, negative = quenching; active = well fitted curve in either direction with a large enough effect; inconclusive = small, poorly fitted or top-dose-only effect
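Human TRb ligand-binding domain at 0.6 uM with 20 nM Texas Red SRC2 peptide in Tris buffer containing 1 uM T3 and 5% DMSO, incubated with compound 5 h at ambient temperature. Total fluorescence (555/632 nm) calculated as parallel + 2 × perpendicular.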
RECQ1 inh = blocks DNA unwinding by human RECQ1. RECQ1 DNA unwinding, red fluorescence kinetic read. Potency, µM (highest dose often 57.3 µM), for inactives: at the top dose activity, negative = inhibition, actives largely listed as inhibitors. hit rate 0.54% among 240,000;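 note: plate controls were vehicle for no effect and no enzyme for full effect; nearly all actives have a fitted effect of over 30% in size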
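50 nM RECQ1T1 preincubated 15 min with compound in Tris pH 8.0 buffer with MgCl2, DTT, Tween-20 and 2.5 ug/ml poly(dI-dC); started with 200 nM TAMRA/BHQ-2 forked duplex and 2 mM ATP. Unwinding read as fluorescence (525/598 nm), two reads 2 h apart.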
GAA glycogen mod = GAA glycogen-cleavage inhibition or activation. AID 2100. Potency, µM (series often up to 76.4 µM), without a hit: at the top dose activity change, negative = inhibition, hits mostly inhibitors. P10253. recombinant GAA, glycogen substrate, Amplex Red glucose oxidase fluorescence. hit rate 0.38% among 300,000;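 note: 0% = full enzyme reaction and -100% = no-enzyme basal signal; the screen sought inhibitors and activators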
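Recombinant human enzyme (4 nM); glycogen substrate; 37 C, 40 min, pH 5.0. Readout: coupled glucose oxidase/Amplex Red fluorescence.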
RGS12 GoLoco inh = inhibitors of human Gai1-RGS12 GoLoco interaction (red fluorophore); P63096; Gai1:RGS12 GoLoco peptide FP, rhodamine, 10 min; Potency, µM (titrated, usually from 61.6 µM), inactives show at the top dose activity, negative = inhibition, most hits filed as inhibitors; hit rate 0.44% among 230,000; AID 880; active = well fitted inhibition curve with a large enough effect, not every such curve was filed as active; inactive = no such curve, though single readings can be large or run the other way; note: nearly all actives have a fitted effect of over 30% in size; many of its hits are not listed in these tables
L3MBTL1 inh = L3MBTL1 (human) inhibition; Q9Y468; AlphaScreen L3MBTL1–H3K9me1 peptide binding; Potency, µM (highest dose often 57.1 µM), without a hit: at the highest dose activity, negative = inhibition, actives largely listed as inhibitors; hit rate 0.66% among 230,000; AID 485360; note: nearly all actives have a fitted effect of over 60% in size
Target sequence (Q9Y468 whole entry, looked up): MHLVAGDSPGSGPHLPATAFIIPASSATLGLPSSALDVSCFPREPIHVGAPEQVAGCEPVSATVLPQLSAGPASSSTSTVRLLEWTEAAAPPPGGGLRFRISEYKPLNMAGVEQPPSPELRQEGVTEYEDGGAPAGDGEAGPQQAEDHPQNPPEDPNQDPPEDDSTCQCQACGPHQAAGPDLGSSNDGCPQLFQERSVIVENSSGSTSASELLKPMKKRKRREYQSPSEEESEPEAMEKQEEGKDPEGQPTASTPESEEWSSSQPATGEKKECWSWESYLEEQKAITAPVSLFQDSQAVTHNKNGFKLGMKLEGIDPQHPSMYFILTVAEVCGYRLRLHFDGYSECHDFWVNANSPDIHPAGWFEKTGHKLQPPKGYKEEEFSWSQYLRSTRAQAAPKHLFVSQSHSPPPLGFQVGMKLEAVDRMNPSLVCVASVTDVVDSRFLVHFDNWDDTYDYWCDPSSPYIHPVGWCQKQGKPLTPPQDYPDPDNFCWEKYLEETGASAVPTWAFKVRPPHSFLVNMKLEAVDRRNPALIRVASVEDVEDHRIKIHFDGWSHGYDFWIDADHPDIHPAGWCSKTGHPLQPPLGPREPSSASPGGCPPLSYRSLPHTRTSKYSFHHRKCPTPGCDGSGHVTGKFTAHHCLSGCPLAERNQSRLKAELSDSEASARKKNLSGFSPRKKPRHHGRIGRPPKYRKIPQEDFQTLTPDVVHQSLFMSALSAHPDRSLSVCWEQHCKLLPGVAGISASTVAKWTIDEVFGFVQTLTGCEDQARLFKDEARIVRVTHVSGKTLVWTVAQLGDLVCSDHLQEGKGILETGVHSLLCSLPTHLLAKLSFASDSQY
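First, the protein-peptide complex forms for 30 min at room temperature (L3MBTL1 50 nM, biotinylated H3K9me1 peptide 75 nM). Next, compounds are pin-transferred and incubated 30 min. Finally, AlphaScreen beads are added and read after 30 min.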
TRb-SRC2 inh = TRbeta-SRC2 interaction inhibition. hit rate 0.065% among 280,000. P10828. AID 1469. Potency, µM (series often up to 106 µM), without a hit: at the highest dose activity change, negative = inhibition, actives largely listed as inhibitors. TRbeta-SRC2 peptide binding, fluorescence polarization; receptor liganded with 1 µM T3;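 note: plate controls were bound peptide for no effect and peptide without receptor for full effect; nearly all actives have a fitted effect of over 50% in size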
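Fluorescence polarization of 20 nM Texas Red SRC2 peptide with 0.6 uM human TRb ligand-binding domain, in Tris buffer with 1uM T3 and 5% DMSO. Incubated 5 hr ambient; normalized to unbound and bound controls.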
GAA inh = blocks human lysosomal alpha-glucosidase | P10253 | hit rate 0.005% among 200,000 | Potency, µM (titrated, usually from 76.9 µM), without a hit: at the highest dose activity change, negative = inhibition, most hits filed as inhibitors | purified human GAA, 4-MU-alpha-glucoside fluorescence;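 note: plate controls were uninhibited enzyme wells for no effect and no-enzyme background for full effect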
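Fluorogenic assay: 4 nM human alpha-glucosidase with 400 uM 4-methylumbelliferyl-alpha-D-pyranoside in 50 mM citrate/phosphate, 0.005% Tween-20, pH 5.0, 20 min at room temperature. Compounds tested up to 77 uM; AC50 from Hill fits.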
* hit, by the source's call; i = inactive; ? = inconclusive; . = not tested or not shown; & = joins results of further samples; ! = not confirmed by another sample; [ ] = another dose, or the depositor's remark. Unless noted, calls come from the whole dose curve; as a rule, active = well fitted curve in the direction sought with a large enough effect; inconclusive = small, poorly fitted or top-dose-only effect, or another doubt; inactive = no such curve, though single readings can be large; an effect the other way counts as inactive or inconclusive. Unless noted, % is set by controls: 0 for no effect and ±100 for the full control effect; potency is the fitted concentration of half-maximal effect. Only part of the results is shown; rates above refer to the full screens.

SMILES	aGlu spleen mod	TexasRed fluor	RECQ1 inh	GAA glycogen mod	RGS12 GoLoco inh	L3MBTL1 inh	TRb-SRC2 inh	GAA inh
COc1ccccc1[C@@H]1C(c2cccc(C)c2)=NN(c2ccccc2)[C@H]1C(=O)N1CCOC1=O	2%&2%	-3%&-3%	-6%	?	5%&-18%	18%	10%&-4%	?
O/N=C/c1ccccc1OCc1ccccc1F	-11%	2%	-8%	2%	-1%	12%	-1%	-16%
COc1cc(CNc2ccccc2SC)cc(OC)c1OC	-6%	-2%	-12%	0%	-4%	.	6%	0%
CC(C)NC[C@H](O)COc1ccc(CC(N)=O)cc1	-8%	1%	-2%	.	2%	5%	1%	.
CCOC(=O)C1CCCN(C(=O)COc2ccc(N(C)S(=O)(=O)c3ccc(F)cc3)cc2)C1 (stereo not drawn)	0%	-2%	-11%	2%	1%	.	-3%	-2%
COc1ccc(Cl)cc1S(=O)(=O)n1cnc2ccccc21	-9%	-4%	-3%	-5%	-3%	8%	-8%	-1%
NC(=O)CC[C@@H]1NC(=O)[C@H](Cc2ccc(O)cc2)NC(=O)c2cc([N+](=O)[O-])cc(F)c2OCC[C@@H](C(N)=O)NC1=O	-8%	-2%	-1%	0%	3%	3%	0%	1%
COCCNC(=S)N(c1ccccc1)C(C)C	-5%	-3%	1%	-7%	8%	-6%[11.4 µM]	-4%	1%
CCOC(=O)C(C(=O)OCC)C(=O)c1cc(OC)c(OC)c(OC)c1	-6%	1%	9%	4%	8%	.	-6%	-4%
Cc1ccc(OCC(=O)Nc2ccc3c(c2)nc2n3CCOC2)cc1	1%	2%	8%	0%	7%	1%	0%	2%
O=C(O)CCC(=O)/C=C/c1ccccc1	9%	-7%	3%	4%	1%	-11%	-4%	4%
Cc1ccc(NC(=O)CSc2nc(C)c(Cc3ccccc3)c(=O)[nH]2)cc1C	4%	40µM*![quencher]	-2%	-4%	0%	0%	?	-6%
CCOC(=O)C1CCCN(C(=O)/C=C/c2ccc(Cl)cc2)C1 (stereo not drawn)	0%	-4%	i	6%	11%	-3%[11.4 µM]	3%	0%
COc1ccc(CC(=O)NC(CC(=O)O)c2ccc(OC)cc2)cc1 (stereo not drawn)	5%	2%	i	1%	13%	4%	-17%	-2%
CN(C)c1ncc(S(=O)(=O)c2ccccc2)c(-c2ccc(Cl)cc2Cl)n1	0%	-1%	i	-2%	8%	4%	-3%	-3%
O=C(CSc1nnc2scc(-c3ccccc3)n12)c1ccc2c(c1)OCCO2	0%	-2%	-10%	-15%	2%	.	-19%	-13%
Cc1cc(NC(=O)CSc2nnc(COc3cccc(C)c3C)n2Cc2ccco2)no1	-6%	-4%	-10%	0%	4%	-2%	-7%	-1%
CCOc1ccc(CC(=N)C2=C(O)CC(C)(C)CC2=O)cc1OCC	-7%	1%	0%	-7%	-8%	6%	-7%	1%
CCCS(=O)(=O)N1CCCC(C(=O)NCCN2CCOCC2)C1 (stereo not drawn)	0%	0%	-4%	6%	0%	1%	-4%	11%
O=c1[nH]c(=O)n([C@H]2C[C@H](O)[C@@H](CO)O2)cc1/C=C/Br	-5%	-1%	-2%	.	10%	.	3%	.
CC1(C(=O)NCC2CCCO2)Oc2cccnc2NC1=O (stereo not drawn)	3%	-2%	0%	-9%	4%	5%	-7%	-4%
COC(=O)c1c(NC(=O)CCCC(=O)O)sc2c1CCC2	1%	-4%	i	1%	9%	.	-8%	0%
CCCNC(=O)Cn1c(-c2ccc(F)cc2)cc(C(=O)OCC)c1C	3%	-2%	0%	-10%	-20%	.	11%	-5%
O=C(COC(=O)Cc1ccccc1F)Nc1cccc(F)c1	.	0%	-2%	-3%	10%	10%	-2%	-15%
Cc1nonc1OCCN1CCN(c2ccccc2[N+](=O)[O-])CC1	4%	-1%	-17%	9%	-3%	.	5%	-2%
CC(C)(C)c1cc(CSC(=S)NC2CCS(=O)(=O)C2)c(Br)c(C(C)(C)C)c1 (stereo not drawn)	-3%	-3%	i	1%	10%	-12%	-6%	0%
Oc1c(C=C2N=c3ccccc3=N2)sc(=S)n1-c1ccc2ccccc2c1	-2%	-5%	8%	5%	19%	.	-1%	.
O=C(NCCC1=CCCCC1)Nc1ccc2nsnc2c1	-1%	-2%	-8%	7%	14%	-1%	-7%	11%
COc1c(Cl)cc(Cl)cc1CNCCNCCO	4%	4%	i	11%	8%	-3%	5%	5%
COc1cccc(N2C(=O)CC(N3CCN(S(=O)(=O)c4ccccc4)CC3)C2=O)c1 (stereo not drawn)	-7%	1%	i	-3%	3%	5%	-6%	-10%
Cc1cccc(C(=O)NC(=S)Nc2ccc(S(=O)(=O)N3CCN(C)CC3)cc2)c1	-5%	2%	i	-7%	5%	.	2%	2%
O=c1oc2ccccc2cc1-c1csc(Nc2nc3ccc(F)cc3s2)n1	2%	-1%	i	-8%	21%	-6%	0%	1%
O=S(=O)(NCCCN1CCN(c2ccccc2F)CC1)c1cccc2cccnc12	2%	3%	-2%	-1%	9%	1%	1%	?
Cc1ccc(C)c(N(CC(=O)NC2CCCC2)C(=O)c2cc3cc4cc(C)ccc4nc3s2)c1	1%	-5%	i	7%	-13%	0%	2%	-7%
O=C(Nc1ccc(-c2csc(Nc3ccccc3)n2)cc1)c1cc([N+](=O)[O-])cc(C(F)(F)F)c1	4%	-2%	i	-21%	-12%	.	0%	.
COc1ccc2nc(Nc3nc(CSc4ccc(C)cc4)cc(=O)[nH]3)nc(C)c2c1	-5%	-4%	-6%	17%	4%	4%	4%	-18%[15.4 µM]
S=c1[nH]nc(C23CC4CC(CC(C4)C2)C3)n1Cc1ccco1	-7%	-1%	0%	-13%	-3%	-9%	-11%	9%
CCC(C(=O)NC(C)CCc1ccco1)n1nc(C)n2c(cc3occc32)c1=O (stereo not drawn)	-10%	-7%	-3%	2%	1%	-6%	-5%	2%
Cc1cccc(NC(=O)CCCn2cc([N+](=O)[O-])cn2)n1	-11%	3%	2%	-5%	5%	.	-1%	1%
CCOc1ccc(N(CC(=O)Nc2cccnc2)S(C)(=O)=O)cc1	0%	1%	i	23%	8%	9%	2%	5%
Cc1cccc([C@H]2[C@@H]3C=CCC[C@@]3(C)C(=O)N2Cc2ccccc2)c1	7%[119 µM]	3%	i	.	-10%[88.7 µM]	.	3%	.
CCN(CC)S(=O)(=O)c1ccc2c(c1)nc(CCC(=O)Nc1ccc3c(c1)OCO3)n2CC	3%	0%[53 µM]	?	7%	27%	-17%	-4%[53 µM]	-3%
O=C(NCC(=O)N1CCCC1C(=O)O)OC1CCCCC1 (stereo not drawn)	19%	0%	4%	12%	-7%	-17%	-4%	6%
Cc1cccc(-n2c(C)cc(/C=N\NC(=O)c3ccco3)c2C)c1	7%	1%	-11%	-7%	15%	-7%	-2%	1%
CC1(C)CC(=O)C(/C=N/c2ncccc2C(=O)O)=C(O)C1	3%	-2%	11%	15%	4%	.	-22%	-11%
Cc1cc(C)c2c(CN3CCN(Cc4ccc5c(c4)OCO5)CC3)cc(=O)oc2c1	-1%	0%	i	-1%	-5%	-4%	-6%	-9%
O=C(Nc1ccccc1C(=O)NCC1CCCO1)c1ccccc1 (stereo not drawn)	-11%	0%	-10%	2%	-8%	-1%	-1%	-7%
CCOc1ccc(/C=c2\sc3nc(-c4ccco4)nn3c2=O)cc1OCC	0%	1%	i	-9%	5%	-16%	-16%	?

Full records, looked up by structure.
`O=C(NCC(=O)N1CCCC1C(=O)O)OC1CCCCC1` (stereo not drawn) is entered as aGlu spleen mod = 19%; TexasRed fluor = 0%; RECQ1 inh = 4%; GAA glycogen mod = 12%; RGS12 GoLoco inh = -7%; L3MBTL1 inh = -17%; TRb-SRC2 inh = -4%; GAA inh = 6%
`Oc1c(C=C2N=c3ccccc3=N2)sc(=S)n1-c1ccc2ccccc2c1` is entered as aGlu spleen mod = -2%; TexasRed fluor = -5%; RECQ1 inh = 8%; GAA glycogen mod = 5%; RGS12 GoLoco inh = 19%; L3MBTL1 inh = .; TRb-SRC2 inh = -1%; GAA inh = .
`CC1(C(=O)NCC2CCCO2)Oc2cccnc2NC1=O` (stereo not drawn) is entered as aGlu spleen mod = 3%; TexasRed fluor = -2%; RECQ1 inh = 0%; GAA glycogen mod = -9%; RGS12 GoLoco inh = 4%; L3MBTL1 inh = 5%; TRb-SRC2 inh = -7%; GAA inh = -4%

(continued)
SMILES	aGlu spleen mod	TexasRed fluor	RECQ1 inh	GAA glycogen mod	RGS12 GoLoco inh	L3MBTL1 inh	TRb-SRC2 inh	GAA inh
O=S(=O)(NCc1csc(-c2cccnc2)n1)c1ccc(Cl)s1	-4%	1%	0%	-3%	13%	-7%	6%	-1%
C=CCNC(=O)C1CCN(S(C)(=O)=O)CC1	-2%	-1%	0%	5%	0%	3%	5%	0%
Cc1cccc(NC(=O)c2ccc(S(=O)(=O)N(C)C)cc2)n1	-8%	-2%	i	5%	3%	-3%	7%	-11%
Cc1cc(=O)cc(C)n1-c1ccccc1N1CCOCC1	4%	2%	-15%	6%	-5%	3%	-7%	-8%
Cc1ccc(C(=O)O/N=C2\CC3CCC2(C)C3(C)C)cc1 (stereo not drawn)	-13%	2%	-4%	-3%	3%	13%	6%	-15%
O=C(Cc1ccccc1[N+](=O)[O-])N1CCc2ccccc2C1	3%	-2%	-2%	-4%	7%	-2%	2%	4%
COc1cccc(N2CCN(C3CC(=O)N(c4cccc(Cl)c4)C3=O)CC2)c1 (stereo not drawn)	3%	3%	-4%	-9%	5%	-4%	3%	-10%
N/C(=N\OC(=O)c1ccc(Cl)cc1Cl)c1ccncc1	-14%	-2%	-5%	3%	-3%	11%	-1%	.
Cc1ccc(Nc2nc(N)nc(CCl)n2)c(C)c1	3%	2%	-2%	7%	8%	-17%	-4%	.
COc1ccc(N2C(=O)CC(NNC(=O)c3ccco3)C2=O)cc1 (stereo not drawn)	-15%	0%	i	?	1%	7%	-2%	5%
COC(=O)c1ccc(CSc2nc(-c3ccco3)cc(C(F)(F)F)n2)o1	-3%	0%	i	-15%	10%	15%[11.4 µM]	9%	-8%
